Screens deposited in PubChem by Sanford-Burnham Center for Chemical Genomics.
Hsp70 displacement: Hsp70 inhibitors, probe displacement, primary screen, biochemical, fluorescence polarization (AID 583). displacement, % at 20 µM, or IC50 in µM where a hit was titrated. 140,000 tested, 0.06% active. Hsp70 fluorescence polarization probe displacement, mP; higher % means a stronger effect; in the data active = displacement above about 50%;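 also: plate controls were vehicle for no effect and reference ligand for full effect; a part of the inactive calls stands beside numbers as strong as those of hits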
MKP-3 inhibition: MKP-3 phosphatase inhibitors, primary screen, biochemical, rat enzyme, in vitro (AID 425) | 110,000 tested, 0.17% active | recombinant MKP-3 phosphatase activity, fluorescence; higher % means a stronger effect | Dual specificity protein phosphatase 6 (Rattus norvegicus) | inhibition, % at 20 µM; hits with a dose series show IC50 in µM; in the data active = inhibition above about 50%;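 also: plate controls were vehicle for no effect and reference inhibitor for full effect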
The depositor's hits bear a star; . = not tested or not shown; & = joins results of further samples. The list is partial (hit frequency here may not be typical).

SMILES	Hsp70 displacement	MKP-3 inhibition
CCC(C)(C)n1nnnc1C(c1cccs1)N1CCN(Cc2ccccc2)CC1 (configuration not stated)	-2.0%	-13%
Cc1ccc(-n2cc(C(C)(C)C)[nH]c2=S)cc1	1.9%	8%
Cc1c(NC(=O)c2cccc(I)c2)cccc1[N+](=O)[O-]	3.1%	-1%
CCOc1cc(/C=C2\C=C(c3ccc(C)cc3)OC2=O)ccc1OC(C)=O	-2.9%	0%
Cc1ccc(C(=O)Nc2ccccc2C(=O)N2CCOCC2)cc1	-1.5%	-2%
O=C(Oc1ccc(F)cc1C(=O)/C=C/c1cccs1)c1cccc([N+](=O)[O-])c1	-0.2%	.
COc1nn(C(C)C(=O)N2N=C(C(F)F)CC2(O)C(F)F)cc1[N+](=O)[O-] (configuration not stated)	-1.6%	.
CCOc1ccc(N(CC(=O)N[C@@H]2C[C@H]3CC[C@@H]2C3)S(C)(=O)=O)cc1	4.4%	-1%
COc1ccc(-n2nc3c(c2NC(=O)c2c(-c4ccccc4Cl)noc2C)CS(=O)(=O)C3)cc1	-4.8%	3%
CCSc1nc(C)c(C(C)=O)cc1C#N	-4.5%	.
COc1cccc(OC)c1C(=O)Nc1sc(C)c(C)c1C(N)=O	2.6%	0%
CCOc1ccc(C2CC(=O)NC(SC)=C2C#N)cc1 (configuration not stated)	0.5%	-10%
Cc1nc2ncnn2c(C)c1CCC(=O)Nc1csc(N)n1	0.4%	1%
CCOC(=O)c1c(C)c(C(=O)NC(C)COC)c(C)n1C (configuration not stated)	4.4%	11%
COc1nc(N2CCCCCC2)nc(N2CCCCCC2)n1	1.0%	-4%
Fc1ccc(NC(=S)N2CCCC2)cc1	-4.5%	4%
COc1ccc(-c2cc(=O)n3[nH]c(-c4ccccc4)c(C)c3n2)cc1	0.3%	0%
Cc1ccccc1-n1nc2c(c1NC(=O)c1ccc(S(=O)(=O)N(C)C)cc1)CSC2	-2.7%	3%
O=C(CC1NC(=O)NC1=O)NC1(C(=O)NC2CCCCC2)CCCCC1 (configuration not stated)	-1.3%	5%
CC(N=Cc1ccccc1O)c1ccccc1 (configuration not stated)	3.8%	.
COc1ccc(C2CC(C(F)(F)F)n3nc(C(=O)N4CCN(c5ccccc5)CC4)c(Cl)c3N2)cc1OC (configuration not stated)	-1.5%	1%
Cc1cccc(C(=O)Nc2ccc(C(=O)/C=C/c3cccs3)cc2)c1	-2.4%	-4%
Cc1cc2c(c(=O)n1CC1CCCO1)C(c1ccc3c(c1)OCO3)C(C#N)=C(N)O2 (configuration not stated)	1.7%	-5%
Cc1noc(/C=C/c2ccco2)c1S(=O)(=O)N1CCC(C(=O)N(C)Cc2ccccc2)CC1	-18%	-3%
CC1CCN(S(=O)(=O)c2ccc(C(=O)NCc3ccc4c(c3)OCO4)cc2)CC1	-2.8%	.
O=C(/C=C/c1ccc2c(c1)OCO2)NC(c1ccccc1)c1ccccc1	1.4%	4%
Clc1ccc(OCCCn2cncn2)cc1Cl	-2.3%	-4%
O=C(Cn1nc(C(=O)O)c2ccccc2c1=O)NCC1CCCO1 (configuration not stated)	-0.7%	-9%
COc1cc(OC)c(OC)cc1C=NNC(=O)Cn1nnc2ccccc21	0.2%	4%
Clc1ccc(/C=N/c2c(-c3ccco3)nc3ccccn23)cc1	9.7%	.
O=C(Cc1coc(-c2ccc(F)cc2)n1)NCc1ccccc1	1.1%	-12%
Cc1cc(OCC(O)CN2C(C)CCCC2C)ccc1C(C)C (configuration not stated)	4.9%	0%
COc1ccccc1N1CCN(C(=O)c2oc3ccccc3c2C)CC1	-1.5%	2%
COc1cccc(/C=C/c2nc3ccccc3c(=O)[nH]2)c1O	-3.8%	4%
O=C(Nc1nccs1)c1ccc(NC(=O)C2CCCCC2)cc1	-0.7%	0%
COc1ccc(CSc2nnc(Cc3sc(-c4ccccc4)nc3-c3ccccc3)o2)cc1	-2.6%	.

A section from further up, as a working copy:
SMILES	Hsp70 displacement	MKP-3 inhibition
CC1CCN(S(=O)(=O)c2ccc(C(=O)NCc3ccc4c(c3)OCO4)cc2)CC1	-2.8%	.
O=C(/C=C/c1ccc2c(c1)OCO2)NC(c1ccccc1)c1ccccc1	1.4%	4%
Clc1ccc(OCCCn2cncn2)cc1Cl	-2.3%	-4%
O=C(Cn1nc(C(=O)O)c2ccccc2c1=O)NCC1CCCO1 (configuration not stated)	-0.7%	-9%

Next section
SMILES	Hsp70 displacement	MKP-3 inhibition
CCN(Cc1ccccc1)C(=O)c1ccc(SC)cc1OC	-3.9%	2%
OCCN(CCO)c1nc2ccccc2[nH]1	0.4%	1%
CCc1cc2c(C)c(CC)c(=O)oc2cc1O	2.3%	4%
O=C(Nc1ccccc1C(=O)N1CCCC1)c1cccc(S(=O)(=O)N2CCCCC2)c1	-6.2%	3%
CCOC(=O)C1CCN(S(=O)(=O)c2ccc(C(C)=O)cc2)CC1	4.5%	.
FC(F)(F)c1ccc(CN2CCN(Cc3ccco3)CC2)cc1	6.1%	2%
COc1cc(NC(=O)c2ccc(Cl)cc2Cl)ccc1NC(=O)c1ccco1	4.5%	-1%
Cc1ccc(C(=O)NCC(=O)N2CCN(c3ncccn3)CC2)s1	1.0%	.
CCOCCCNC(=O)c1cc2c(=O)n3cccc(C)c3nc2n1C	7.4%	-6%
CC(=O)C1C(c2cn(-c3ccccc3)nc2-c2cccs2)NC(=O)NC1(O)C(F)(F)F (configuration not stated)	-1.3%	6%
O=C(Nc1ccc(Cl)c(Cl)c1)OCc1cccnc1	-2.5%	8%
COc1cccc(NC(=O)C2CCCN2C(=O)Nc2ccccc2F)c1 (configuration not stated)	6.2%	6%

2 of the compounds above, in CSV form.
Molecule,Hsp70 displacement,MKP-3 inhibition
OCCN(CCO)c1nc2ccccc2[nH]1,0.4%,1%
CCc1cc2c(C)c(CC)c(=O)oc2cc1O,2.3%,4%

(cont.)
SMILES	Hsp70 displacement	MKP-3 inhibition
COc1cc2c(C)[nH]c(=O)c(CC(=O)Nc3ccccc3)c2cc1OC	2.7%	3%
N#CC1=C(N)n2c(s/c(=C\c3ccco3)c2=O)=C(C#N)C1c1ccco1 (configuration not stated)	-0.5%	2%
COC(=O)c1ccc(NC(=O)CCN2CCN(CCC(=O)Nc3ccc(C(=O)OC)cc3)CC2)cc1	-1.6%	.
COC(=O)C1=C(C)NC(=O)NC1c1ccc(OCC(=O)N2CCCCC2)cc1 (configuration not stated)	0.6%	6%
CCOC(=O)c1cc2n(c1/N=C/N(C)C)-c1ccccc1C2=O	87%	.
Cn1nc(C(=O)NCc2ccc(F)cc2)c2ccccc2c1=O	-2.5%	-1%
CCCn1nnc(NC(=O)COc2ccc(CC)cc2)n1	5.5%	.
CCCn1c(SCc2ccc(Cl)cc2)nc2c1c(=O)[nH]c(=O)n2C	0.6%	-10%
COc1ccc(CC(=O)N2CCC(Cc3ccccc3)CC2)cc1OC	-2.9%	2%
OC(CNCC1CCCO1)Cn1c2ccccc2c2ccccc21 (configuration not stated)	-2.0%	2%
Cc1ccsc1/C=C(/C#N)c1nc(-c2ccc(Cl)cc2)cs1	-28%	-1%
COc1ccc(OC)c(C(O)c2nc3ccccc3n2C(C)C)c1 (configuration not stated)	1.1%&0.8%	4%&0%
O=C(O)CCn1[nH]c(=O)c2ccccc2c1=O	-2.0%	.
COc1cc(C)nc(N(Cc2ccccc2)S(=O)(=O)c2ccccc2)n1	-2.8%	2%
O=C1CC(N(O)c2ccccc2)C(=O)N1Cc1ccccc1 (configuration not stated)	-5.3%	-6%
CCOc1ccccc1/C=C1/C(=O)NN(c2ccc(C)c(C)c2)C1=O	-0.8%	-4%
Cc1ccc(CNC(=O)CCC(=O)Nc2cc(Cl)ccc2C)cc1	1.8%	3%
CCC(CC)C(=O)Nc1ccc(Cl)c(Cl)c1	-1.7%	.
CCOC(=O)C1=C(C)NC(SCC(=O)O)=C(C#N)C1c1ccco1 (configuration not stated)	2.6%	.
CCc1[nH]nc(C(=O)N/N=C/c2ccccn2)c1C	0.5%	0%
CC(=O)Nc1c(I)c(NC(C)=O)c(I)c(C(=O)O)c1I	3.9%	-7%
CS(=O)(=O)N1CCN(C2CCN(Cc3ccccc3)CC2)CC1	5.3%&-3.8%	-2%&3%
O=C(Cn1c(NCCO)nc2ccccc21)c1ccc([N+](=O)[O-])cc1	-2.7%	0%
CCOC(=O)Nc1cccc(Nc2ccccc2)c1	14%&-2.9%	-11%&-2%

Part of the list above, as a markdown table.
| Structure | Hsp70 displacement | MKP-3 inhibition |
| --- | --- | --- |
| CCOc1ccc(N(CC(=O)N[C@@H]2C[C@H]3CC[C@@H]2C3)S(C)(=O)=O)cc1 | 4.4% | -1% |
| COc1ccc(-n2nc3c(c2NC(=O)c2c(-c4ccccc4Cl)noc2C)CS(=O)(=O)C3)cc1 | -4.8% | 3% |
| CCSc1nc(C)c(C(C)=O)cc1C#N | -4.5% | . |

Some of these compounds in order of their number in Hsp70 displacement, descending.
Compound	Hsp70 displacement
CCOC(=O)C1=C(C)NC(SCC(=O)O)=C(C#N)C1c1ccco1 (configuration not stated)	2.6%
Cc1ccc(CNC(=O)CCC(=O)Nc2cc(Cl)ccc2C)cc1	1.8%
CCOc1ccccc1/C=C1/C(=O)NN(c2ccc(C)c(C)c2)C1=O	-0.8%

The list goes on:
SMILES	Hsp70 displacement	MKP-3 inhibition
COC(=O)c1ccc(C2CC(=O)NC(C)=C2C(=O)OCc2ccccc2)cc1 (configuration not stated)	3.0%	2%
COc1ccc(NC(=O)c2ccc(Cc3ccc(C)cc3)o2)cc1	0.7%&-1.0%	-3%
CCC(C)NC(=O)C(Cc1ccccc1)n1cccc1 (configuration not stated)	-0.7%	-3%
CC(=O)N1C(=O)/C(=C/C(=O)c2ccccc2)c2ccccc21	6.7%	-2%
Cc1cc(C)nc(NS(=O)(=O)c2ccc(N=Cc3c(C)[nH]n(-c4ccc(C)c(C)c4)c3=O)cc2)n1	5.1%	1%
CC1Cc2ccccc2N1C(=O)CCNS(=O)(=O)c1cccc2nsnc12 (configuration not stated)	-1.5%	0%
O=C(NCCCN1CCOCC1)C(=O)NCc1ccco1	0.9%	2%
CCCN(CCC)c1ccc(/C=N/NC(=O)C(O)c2ccccc2)cc1 (configuration not stated)	4.1%	0%
COC(=O)c1cc(NC(=O)c2ccccc2)c(=O)oc1C/C=N\OCc1ccc(Cl)cc1Cl	-5.8%	.
CCCCNCCCCOc1c(C)cccc1C	2.9%	-1%
Nc1nc(-c2ccco2)nc(N2CCCCC2)n1	1.8%	-11%
Cc1cc(C(C)(C)C)cc(C)c1COC(=O)C1CCC(=O)N1 (configuration not stated)	-3.3%	-14%
CC(C)CCOc1ncnc2c1sc1nc3c(cc12)CSC(C)(C)C3	-0.7%	.
CC1=C/C(=N/OS(=O)(=O)c2ccc(C)cc2)C=CC1=O	9.9%	0%
O=C(NCCN1CCC(Cc2ccccc2)CC1)C1CCCN(S(=O)(=O)c2cnc[nH]2)C1 (configuration not stated)	0.2%	-9%
Cc1ccc(C(=O)Nc2ccc(S(=O)(=O)N3CCN(C)CC3)cc2)cc1	1.6%	.
CC(=O)c1ccc(N2CCN(CCC#N)CC2)c(F)c1	-0.8%	-3%
C=CCOc1ccccc1CNCc1cccnc1	1.6%	-4%
CN(c1ccccc1)S(=O)(=O)c1cccc(C(=O)N2CCN(c3ccccn3)CC2)c1	-6.0%	-1%
O=C(C1CCCN(S(=O)(=O)Cc2ccccc2)C1)N1CCC(Cc2ccccc2)CC1 (configuration not stated)	7.5%	.
C=CCOc1ccccc1/C=C1\N=C(c2ccc(C)cc2)OC1=O	3.0%	-1%
COc1ccc(CN2CCN(S(=O)(=O)c3ccc(NC(C)=O)cc3)CC2)cc1OC	1.7%	-21%
Cc1csc(=Nc2c(C)n(C)n(-c3ccccc3)c2=O)n1Cc1ccccc1	4.8%	-14%
COc1ccc(C(=O)N2CCN(S(=O)(=O)c3cc(Cl)ccc3OC)CC2)cc1	0.6%	-1%
O=C(Nc1cnn(Cc2ccc(Cl)cc2Cl)c1)c1cc(-c2cccs2)on1	2.0%	2%
O=C(Nc1ccc(Cl)cc1)/C(=C\c1cccc([N+](=O)[O-])c1)NC(=O)c1cccs1	4.6%	-3%
CCC1(CC)Cc2ccccc2C(N)=C1C#N	1.1%	-10%
CC(C)C(C(=O)O)N1C(=O)/C(=C/c2ccc(F)cc2)SC1=S (configuration not stated)	3.5%	4%
CCOc1ccc(NC(=O)/C=C/c2ccc(C)o2)cc1	-0.4%	-9%
COCCN(CC(=O)Nc1ccccc1C)S(=O)(=O)c1ccc(S(=O)(=O)N2CCCC2)cc1	0.4%	-8%
COc1ccc(-c2nnc3sc(C(C)N4C(=O)c5ccccc5C4=O)nn23)cc1 (configuration not stated)	-2.6%	-11%
Cc1cccc(C)c1OCC(=O)Nc1ccc([N+](=O)[O-])cc1	-7.6%	-3%
COc1ccc(/C=C2\SC(=Nc3cccc(Cl)c3C)NC2=O)c(OC)c1	-4.5%	7%
CCN(CC(=O)Nc1ccc2c(c1)OCCO2)Cc1cc(=O)oc2c(C)c(C)ccc12	-2.8%	-4%
Cc1ccc2nsnc2c1S(=O)(=O)N(Cc1ccco1)Cc1cc2cccc(C)c2[nH]c1=O	3.3%	0%
CCc1nnc(NC(=O)CSc2nc3cccnc3n2Cc2ccccc2)s1	2.1%	.
O=C1c2ccccc2C(=O)N1CCN1CCCCC1	1.3%	-9%
Cc1ccc(C(=O)CSc2nnc(-c3ccco3)n2Cc2ccccc2)cc1	4.6%	3%
CC1(C)CC(=O)C2=C(C1)N1CCCCC1CC2=O (configuration not stated)	4.4%	-2%
COC(=O)C1=C(C)N(C)C(C)=C(C(=O)OC)C1c1cccc(OCc2ccccc2)c1	1.1%	0%
COC(=O)c1nnn(CC(=O)Nc2ccc(C)c(F)c2)c1C(=O)OC	5.6%	-18%
Cc1cccc(NC(=O)C2CC(=O)N=C(N)S2)c1 (configuration not stated)	-4.5%	2%
Cc1coc2c(I)c3oc(=O)cc(C)c3cc12	2.2%	2%
O=C(O)C1CCCCN1S(=O)(=O)c1ccc(Cl)s1 (configuration not stated)	3.1%	-1%
